From PubChem
Rtt109 Vps75: inhibitors of Candida albicans Rtt109/Vps75 histone acetyltransferase | Q5AAJ8 | actives 0.16% (n = 330,000) | inhibition, % at 34.9 µM | purified Rtt109/Vps75, ThioGlo CoA-SH fluorescence, 4 h;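 active = inhibition of at least 50% in every replicate; inconclusive = best replicate reaches 50% inhibition but some replicates fall short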
Target sequence (Q5AAJ8 whole entry, looked up): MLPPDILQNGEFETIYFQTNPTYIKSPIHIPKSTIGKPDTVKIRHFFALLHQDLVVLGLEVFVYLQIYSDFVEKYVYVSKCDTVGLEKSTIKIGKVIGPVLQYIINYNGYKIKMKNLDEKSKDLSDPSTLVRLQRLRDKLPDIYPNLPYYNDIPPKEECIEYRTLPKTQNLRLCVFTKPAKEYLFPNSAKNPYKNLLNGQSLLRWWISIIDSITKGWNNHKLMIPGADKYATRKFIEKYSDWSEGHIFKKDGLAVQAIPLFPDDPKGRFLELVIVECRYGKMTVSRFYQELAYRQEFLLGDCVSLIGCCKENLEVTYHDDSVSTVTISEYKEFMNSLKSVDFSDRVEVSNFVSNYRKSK
CAL PDZ FP-1: inhibitors of human CAL PDZ peptide binding; Q9HD26; purified CAL PDZ, TMR-peptide fluorescence polarization, 1 h; inhibition, % at 20 µM; actives 0.02% (n = 330,000); AID 504414;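 active = highest replicate inhibition of at least 40%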;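 note: plate controls were DMSO neutral control wells for no effect and unlabeled competitor peptide control wells for full effect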
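material = purified tagged CAL PDZ domain construct (CerCALP) | compound dosing = 20 µM, one dose | times = 1 h at RT | measured by = fluorescence polarization from S- and P-plane intensities, G-factor corrected | read-out = inhibition from polarization loss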
Tat transport: E. coli Tat transport inhibition. inhibition, % at 10 µM. E. coli MC4100 TorA-mCherry Tat export, fluorescence. AID 488895. actives 0.036% (n = 340,000);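 active = mean replicate inhibition at least 50% and at least half of replicates individually reaching 50%; inconclusive = only one of the two criteria met; inactive = neither criterion met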;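 note: exported cargo escapes ClpAP degradation while cytoplasmic cargo is degraded and loses fluorescence; 0% = median of neutral control wells and 100% = median of NaSCN control wells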
V-ATPase pH: alters yeast V-ATPase proton transport; response, % at 10 µM; actives 0.37% (n = 350,000); S. cerevisiae, pHLuorin cytosolic pH fluorescence; in the data active = response mostly above about 7.3%, no sharp cut-off; inactive = mostly below about 5.4%; note: actives read high; inactives centre near 0; some compounds called inactive have numbers as strong as hits; reference of the scale not given here
dFosB act: enhances mouse delta FosB homodimer DNA binding; purified delta FosB, TAMRA-CDK5 oligo fluorescence polarization; percent of positive-control signal above neutral wells; AID 493131; activation, % at 25 µM; P13346; actives 0.99% (n = 340,000);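 active = mean activation above about 17%, with every replicate also reaching it, limit read from the data, passing the limit was not always enough; inconclusive = only one of the two conditions met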;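 note: fluorescence polarization rise as delta FosB binds a TAMRA Cdk5 AP-1 oligo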
Target sequence (P13346 whole entry, looked up): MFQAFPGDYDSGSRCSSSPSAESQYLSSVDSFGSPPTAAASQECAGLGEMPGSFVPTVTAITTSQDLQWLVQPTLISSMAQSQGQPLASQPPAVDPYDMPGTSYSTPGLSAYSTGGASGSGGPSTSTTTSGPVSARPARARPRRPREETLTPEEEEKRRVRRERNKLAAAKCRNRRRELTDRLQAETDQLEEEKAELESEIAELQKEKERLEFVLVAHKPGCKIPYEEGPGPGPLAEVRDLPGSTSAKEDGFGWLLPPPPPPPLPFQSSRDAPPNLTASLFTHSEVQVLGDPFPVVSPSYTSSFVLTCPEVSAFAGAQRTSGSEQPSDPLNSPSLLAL
MITF TRPM1 HTS: MITF TRPM1 promoter activation in melanoma cells. SK-MEL-5 TRPM1-promoter luciferase, 24 h; % of positive control, neutral wells = 0. activation, % at 12.5 µM. actives 0.75% (n = 300,000). AID 588334;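 active = mean activation of at least 80% with every replicate also reaching 80%; inconclusive = mean reaches 80% but some replicate falls short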;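 note: 0% = neutral control wells and 100% = parthenolide positive control wells; values of inactives mirror those of a sister screen read the other way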
CAL PDZ FP-2: CAL PDZ (human) peptide binding inhibition; Q9HD26; purified CAL PDZ, TMR-peptide fluorescence polarization, 1 h; inhibition, % at 24.9 µM; actives 0.92% (n = 300,000); AID 602252;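 active = mean inhibition of at least 30% with at least half of replicates also reaching 30%; inconclusive = no clear call, values can overlap the other calls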;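 note: 0% = DMSO neutral control and 100% = excess unlabeled competitor peptide PRC23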
RTF Ca sens act: cardiac RTF calcium sensitization; IANBD-labeled TnC RTF fluorescence at EC20 calcium; 0% EC20 calcium, 100% full calcium; activation, % at 7.2 µM; actives 0.24% (n = 340,000);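 active = activation above the mean over all tested compounds plus 3 SD, cut at about 30% in these data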;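 note: rise in fluorescence read as greater calcium sensitivity of cardiac thin filaments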
Wnt bcat act: activators of Wnt/beta-catenin signaling | AID 743398 | Wnt/beta-catenin reporter cell assay, activator, plate reader | actives 1.2% (n = 300,000) | activation, % at 9.35 µM; in the data active = activation above about 30%, passing the limit was not always enough; inconclusive = no clear call, values can overlap the other calls;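 note: 0% = neutral control wells and 100% = positive control wells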
CDK5 p35 inh: inhibitors of human CDK5/p35 kinase. AID 488839. Q00535+Q15078. inhibition, % at 10 µM. Recombinant CDK5/p35, ADP-Glo luminescence, 60 min. actives 0.01% (n = 330,000);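 active = highest replicate inhibition of at least 50% and at least 75% of replicates reaching 50%; inconclusive = only one of the two criteria met; inactive = both criteria failed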;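 note: plate controls were DMSO neutral control for no effect and GW8510 at 10 µM for full effect; many of its hits are not listed in these tables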
Active calls of the source: *; ? = inconclusive; nt = no result given.

entry	canonical_smiles	Rtt109 Vps75	CAL PDZ FP-1	Tat transport	V-ATPase pH	dFosB act
1	Cc1noc(C)c1S(=O)(=O)N1CCN(S(=O)(=O)c2ccccc2C#N)CC1	-3	-1.9	2	-1	3
2	CCn1c(NCc2c[nH]c3ccccc23)nc2ccccc21	-12	0.8	7	3	1
3	Cc1c(NC(=O)c2ccc(S(=O)(=O)N(C)c3ccccc3)cc2)c(=O)n(-c2ccccc2)n1C	2	-0.8	-10	-1	-6
4	Cc1ccc(-n2nc3c(c2NC(=O)CCC2CCCCC2)CS(=O)C3)cc1 (stereo unspecified)	6	0.3	-3	0	-16
5	CC(C)(C)c1ccc(C(=O)Nc2ccc(C(=O)N3CCOCC3)cc2)cc1	2	-2.6	2	2	-12
6	CCc1ccccc1N=C1SCC(=O)N1C	-5	-1.4	1	0	-2
7	COC(=O)Nc1ccc(S(=O)(=O)N2CCN(c3ccc(F)cc3)CC2)cc1	-13	-0.6	4	-2	-6
8	Cc1ccc(C(=O)Nc2cccc(Oc3ccccc3)c2)o1	6	-0.9	12	-1	-1
9	O=C(O)/C(=C\c1cccc(F)c1)c1ccc(S(=O)(=O)N2CCCC2)s1	5	0.1	-4	nt	0
10	O=C(N/C(=C\c1cccnc1)C(=O)N1CCOCC1)c1ccco1	-6	-2.5	-8	-3	-1
11	CC[C@@H](C)[C@@H]1CN([C@@H](C)CN2CCC[C@H]2CN2C(N)=NC[C@@H]2Cc2ccccc2)C(=N)N1CCc1ccc(Cl)c(Cl)c1	?	-2.5	42	-1	23*
12	COc1ccc(N(C(=O)c2ccc(Br)o2)C2C=CS(=O)(=O)C2)c(OC)c1 (stereo unspecified)	-4	-1.8	5	-1	3
13	Cc1nn(-c2ccccc2)c(Cl)c1/C=C1\SC(=S)NC1=O	1	-5.3	-6	7	-5
14	N#Cc1cnn(-c2ccccc2)c1NC(=O)c1ccccc1F	-12	1.3	-7	-1	8
15	O=C(CSc1nnc(-c2ccccc2)c(-c2ccccc2)n1)NCC1CCCO1 (stereo unspecified)	-20	-0.9	-1	-2	0

entry	MITF TRPM1 HTS	CAL PDZ FP-2	RTF Ca sens act	Wnt bcat act	CDK5 p35 inh
1	3	34*	-6	-2	0.2
2	11	2	3	nt	-0.8
3	8	nt	1	-7	-0.1
4	-5	-7	-8	-3	-2.2
5	10	-3	-6	1	0.7
6	1	-3	2	-3	0.6
7	nt	nt	5	-6	1.5
8	90*	-4	5	nt	-2.3
9	13	-7	-1	3	-1.4
10	1	-2	-5	0	0.6
11	-10	-2	4	nt	1.3
12	-4	-6	0	7	-0.2
13	-12	-3	-8	nt	-0.4
14	9	-6	-6	-1	0.0
15	2	-2	-6	0	-1.6

The listing continues.
entry	canonical_smiles	Rtt109 Vps75	CAL PDZ FP-1	Tat transport	V-ATPase pH	dFosB act
16	CC(C)COP(=O)(OCC(C)C)C(O)c1ccc2c(c1)OCO2 (stereo unspecified)	4	0.4	8	-2	-2
17	CC(C)CCNC(=O)c1ccc2c(c1)N(Cc1ccccc1)C(=O)CS2=O (stereo unspecified)	1	0.6	-16	3	-1
18	O=C(Oc1ccc2ccc(O)cc2c1)c1ccccc1Cl	-2	-0.2	7	-1	6
19	O=S(=O)(Cc1ccc(Cl)cc1)Nc1ccc(Cl)cn1	-7	-2.6	3	-3	0
20	OCC1(CCOc2ccccc2)CCN(Cc2ccncc2)CC1	-2	-1.3	8	-2	-3
21	CC1=C(C#N)c2nc(N)c(C#N)c(C)c2/C1=C\c1ccc(OCC(=O)O)c(Cl)c1	10	-2.4	-7	0	-21
22	CCOC(=O)C1CCN(c2cc3c(cc2NC(=O)c2cc(OC)ccc2Br)n(C)c(=O)n3C)CC1	-4	-0.1	17	-1	-23
23	C/C(=N\NC(=O)c1cccnc1)c1cc(C)oc1C	3	-0.2	-5	4	-8
24	CCc1nc(N2CCN(C(=O)c3ccccc3)CC2)c(C#N)c2c1COC(C)(C)C2	2	-0.8	-4	-2	-6
25	CCc1ccc(OCCCC(=O)Nc2ccc(S(N)(=O)=O)cc2)cc1	-4	-0.2	17	0	-16
26	Cc1cc(C)nc(NC(=O)CSc2ccccn2)n1	-6	-0.7	-4	-2	-1
27	O=C(c1ccc2c(c1)OCO2)N(CC1CCCO1)C1(C(=O)NC2CCCC2)CCCCC1 (stereo unspecified)	-5	-1.6	3	2	-8
28	COc1ccc(NC(=O)C(C)N2c3cccc4cccc(c34)S2(=O)=O)cc1OC (stereo unspecified)	-1	-2.6	4	11	-14
29	CC(C)(C)NC(=O)NC(=O)COC(=O)C1c2ccccc2Oc2ccccc21	21	-1.9	-4	4	-16
30	O=C(Nc1cccnc1N1CCOCC1)c1cc2ccccc2oc1=O	13	nt	-17	-4	-5

entry	MITF TRPM1 HTS	CAL PDZ FP-2	RTF Ca sens act	Wnt bcat act	CDK5 p35 inh
16	0	0	0	-3	-1.1
17	-3	-3	-6	-4	2.7
18	nt	0	5	11	0.1
19	0	-6	11	7	-2.4
20	nt	-7	-3	0	-0.1
21	-8	-2	-5	1	-2.4
22	-9	-3	1	-2	-0.8
23	5	0	-5	-4	1.2
24	nt	-5	-7	0	0.2
25	3	-4	5	-1	-5.4
26	nt	-3	-2	-4	-0.8
27	-9	3	-2	0	-2.5
28	-21	10	2	nt	0.3
29	2	-4	-7	-2	1.9
30	30	-3	-8	nt	1.6

Five entries from above, with one line to a screen.
25	CCc1ccc(OCCCC(=O)Nc2ccc(S(N)(=O)=O)cc2)cc1
22	CCOC(=O)C1CCN(c2cc3c(cc2NC(=O)c2cc(OC)ccc2Br)n(C)c(=O)n3C)CC1
19	O=S(=O)(Cc1ccc(Cl)cc1)Nc1ccc(Cl)cn1
29	CC(C)(C)NC(=O)NC(=O)COC(=O)C1c2ccccc2Oc2ccccc21
26	Cc1cc(C)nc(NC(=O)CSc2ccccn2)n1
Compound | 25 | 22 | 19 | 29 | 26
Rtt109 Vps75 | -4 | -4 | -7 | 21 | -6
CAL PDZ FP-1 | -0.2 | -0.1 | -2.6 | -1.9 | -0.7
Tat transport | 17 | 17 | 3 | -4 | -4
V-ATPase pH | 0 | -1 | -3 | 4 | -2
dFosB act | -16 | -23 | 0 | -16 | -1
MITF TRPM1 HTS | 3 | -9 | 0 | 2 | nt
CAL PDZ FP-2 | -4 | -3 | -6 | -4 | -3
RTF Ca sens act | 5 | 1 | 11 | -7 | -2
Wnt bcat act | -1 | -2 | 7 | -2 | -4
CDK5 p35 inh | -5.4 | -0.8 | -2.4 | 1.9 | -0.8

(next part)
entry	canonical_smiles	Rtt109 Vps75	CAL PDZ FP-1	Tat transport	V-ATPase pH	dFosB act
31	Cc1cc(CNC(=O)C(C)Cc2ccccc2)nn1C (stereo unspecified)	-1	-1.0	2	-1	-8
32	O=C(COC(=O)c1ccc(Br)o1)c1ccc(S(=O)(=O)N2CCCCC2)cc1	12	-0.6	-2	-2	5
33	CC1CCN(C(NC(=O)c2ccco2)C(=O)c2ccccc2)CC1 (stereo unspecified)	5	-2.1	3	-1	-3
34	CCN(C[C@H]1N[C@@](C)(C(=O)OC)[C@H]2C(=O)N(C)C(=O)[C@@H]12)C(=O)c1ccc(F)cc1	-8	-0.1	-4	1	-3
35	N#CCSc1nc2[nH]ncc2c(=O)n1-c1ccccc1Br	7	-3.0	6	7	-11
36	Cc1nn(CC(=O)NCC(C)c2ccccc2)c(=O)c2cc3occc3n12 (stereo unspecified)	-1	-1.1	4	-1	-2
37	O=C(N/N=C/c1ccc(N2CCOCC2)c([N+](=O)[O-])c1)c1ccc(F)cc1	5	0.6	-6	2	-13
38	Cc1ccc(NC(=O)C2C3CCCC2C3c2ccccc2)c(C)c1 (stereo unspecified)	-22	-0.1	-2	2	-11
39	COc1ccc([C@H]2CC(=O)C=C(c3ccccc3)C2)cc1	-2	-0.8	12	-2	3
40	Cc1c(Cl)cccc1NC(=S)NN1CCOCC1	-3	-0.5	-2	0	0
41	Cc1ccc(C)c(NC(=S)NC(NC(=O)N(C)C)C(Cl)(Cl)Cl)c1 (stereo unspecified)	0	0.1	-3	0	-7
42	O=C(Cn1cnc([N+](=O)[O-])c1)NCCc1ccccc1	16	0.6	4	2	-3
43	CCN1CCN(S(=O)(=O)c2ccc(Cl)c(C(=O)NCCc3ccccc3)c2)CC1	0	-2.5	0	0	-12
44	N#C/C(=C/c1ccc(N2CCCCCC2)o1)c1ccc(F)cc1	-5	nt	-3	-4	-12
45	CN(C)C(=O)CSc1cccc2cccnc12	7	-0.3	3	2	1

entry	MITF TRPM1 HTS	CAL PDZ FP-2	RTF Ca sens act	Wnt bcat act	CDK5 p35 inh
31	-4	0	6	1	-1.2
32	-2	-1	-1	-1	0.6
33	nt	1	3	17	-0.6
34	4	-3	4	-1	1.6
35	-7	nt	-1	nt	1.6
36	0	1	-1	-2	1.4
37	nt	-4	7	-8	-1.1
38	12	-2	-2	1	1.0
39	16	0	-5	nt	0.2
40	nt	nt	-4	-1	0.8
41	7	0	-1	nt	-6.4
42	nt	6	-3	0	1.0
43	60	-3	4	23	3.2
44	-5	-1	4	0	0.8
45	-46	-2	-4	nt	-0.9

Later entries.
entry	canonical_smiles	Rtt109 Vps75	CAL PDZ FP-1	Tat transport	V-ATPase pH	dFosB act
46	Cc1cc(=O)[nH]c(SCC(=O)N2C(C)CCCC2C)n1 (stereo unspecified)	2	-2.4	0	0	0
47	O=C(NCCC(=O)N1CCN(S(=O)(=O)c2ccccc2Cl)CC1)Nc1ccccc1	-5	-1.2	-2	-2	-2
48	Cc1ccc(-c2nc(C3CCCN(S(=O)(=O)c4ccc(C(F)(F)F)cc4)C3)no2)cc1 (stereo unspecified)	7	-0.2	3	1	2
49	CCNc1nc(NCC)n2c(SCC(=O)Nc3ccccc3Cl)nnc2n1	-8	-0.6	-13	-1	-9
50	COc1ccc(S(=O)(=O)N(CCCN2CCOCC2)Cc2cccc(OC)c2OC)cc1	3	0.9	4	1	-4
51	O=C(CN1C(=O)c2ccccc2S1(=O)=O)NCCC1=CCCCC1	-4	-0.5	6	-6	-7
52	Cc1ccc(C(=O)Nc2cccnc2)cc1S(=O)(=O)N1CCCC1	0	-2.7	-6	2	-20

entry	MITF TRPM1 HTS	CAL PDZ FP-2	RTF Ca sens act	Wnt bcat act	CDK5 p35 inh
46	12	-7	-4	0	0.4
47	2	-2	4	2	0.0
48	-13	-3	1	nt	-0.2
49	-2	2	-2	-3	1.6
50	5	-28	4	nt	-0.3
51	-15	-3	3	0	1.0
52	15	-1	1	5	-1.1
